# High-throughput results deposited in PubChem by National Center for Advancing Translational Sciences (NCATS).
# 12-LOX inh: blocks human arachidonate 12S-lipoxygenase | Potency, µM (series often up to 108 µM), for inactives: at the top dose activity change, negative = inhibition, most hits filed as inhibitors | actives 1.1% (n = 580,000) | P18054 | purified 12hLO, xylenol orange hydroperoxide absorbance; further: potency means the concentration at half of the fitted maximal effect; on the % scale 0 is the no-effect control and ±100 the full control effect
#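 Hydroperoxide product was detected by ferrous iron/xylenol orange as the 573 to 405 nm absorbance ratio. Arachidonic acid at 40 uM (final) was turned over for 30 min at room temperature by 150 nM human 12hLO, pH 7.0 Hepes buffer, after 15 min compound preincubation.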
# Apoferritin bind: candidate novel general anesthetic via apoferritin binding; Potency, µM (top dose mostly 77.5 µM), without a hit: at the highest dose activity change, negative = displacement, most hits filed as inhibitors; apoferritin/1-aminoanthracene competitive binding, fluorescence; actives 0.074% (n = 350,000); further: potency means the concentration at half of the fitted maximal effect; on the % scale 0 is the no-effect control and ±100 the full control effect; nearly all actives have a fitted effect of over 20% in size
# Target sequence (P02791 2-175 limits assumed): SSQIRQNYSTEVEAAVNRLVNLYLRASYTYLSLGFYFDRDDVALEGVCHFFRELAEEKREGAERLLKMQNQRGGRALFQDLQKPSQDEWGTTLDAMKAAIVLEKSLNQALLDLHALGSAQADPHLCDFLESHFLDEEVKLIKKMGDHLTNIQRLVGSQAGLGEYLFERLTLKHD
#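 Steps: apoferritin (10 uM) was premixed with half-saturated 1-AMA in PBS, compounds were pin-transferred, plates stood 10 min at room temperature, fluorescence was read at 380/535 nm, and curves were fitted with a Hill equation.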
# Pol kappa inh: blocks human DNA polymerase kappa activity | purified Pol kappa, fluorescent DNA synthesis assay, 10 min | Q9UBT6 | Potency, µM (top dose mostly 107 µM), for the others: at the highest dose activity, negative = inhibition, hits mostly inhibitors | actives 0.53% (n = 400,000) | AID 588579; further: potency means the concentration at half of the fitted maximal effect; on the % scale 0 is the no-effect control and ±100 the full control effect
#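 10 nM Pol kappa preincubated 15 min at room temperature with compounds, then reaction started with substrate at 50 nM final. Fluorescence read kinetically at 0 and 10 min; buffer-only wells served as negative control.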
# APEX1 inh: blocks human APE1 abasic DNA cleavage; P27695; recombinant APE1, TAMRA/BHQ-2 abasic DNA cleavage fluorescence; Potency, µM (titrated, usually from 65.8 µM), for inactives: at the top dose activity change, negative = inhibition, most hits filed as inhibitors; actives 0.35% (n = 350,000); AID 2517;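 further: potency means the concentration at half of the fitted maximal effect; plate controls were vehicle for no effect and reference inhibitor for full effect; nearly all actives have a fitted effect of over 55% in size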
# Target sequence (P27695 whole entry, looked up): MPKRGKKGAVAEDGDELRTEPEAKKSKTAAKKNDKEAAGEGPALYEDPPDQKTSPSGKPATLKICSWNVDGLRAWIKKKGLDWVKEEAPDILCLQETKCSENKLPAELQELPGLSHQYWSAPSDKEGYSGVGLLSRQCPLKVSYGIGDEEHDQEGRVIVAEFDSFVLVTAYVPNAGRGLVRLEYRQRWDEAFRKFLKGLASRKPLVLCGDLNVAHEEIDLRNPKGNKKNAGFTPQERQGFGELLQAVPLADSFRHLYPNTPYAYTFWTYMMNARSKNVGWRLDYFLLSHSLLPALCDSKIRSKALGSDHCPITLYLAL
#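 Compound pre-exposure to 0.75 nM APE1, 15 min at ambient temperature. Reaction initiated with 50 nM TAMRA/BHQ-2 THF substrate, read immediately in kinetic mode, 525 nm excitation, 598 nm emission.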
# POLB inh: blocks human DNA polymerase beta activity; P06746; Pol beta primer extension/strand displacement, fluorescence kinetic; Potency, µM (top dose mostly 114 µM), inactives show top-dose activity change, negative = inhibition, hits mostly inhibitors; actives 1.3% (n = 340,000); further: potency means the concentration at half of the fitted maximal effect; on the % scale 0 is the no-effect control and ±100 the full control effect
#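 Preincubation: enzyme (10 nM) with compound, 15 min, RT. Reaction: substrate added to 50 nM final. Reads: 0 and 10 min. Analysis: normalized, Hill fit.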
# Pol iota inh: DNA polymerase iota (human) inhibition. Q9UNA4. Pol iota fluorescent replication assay, 10 min. Potency, µM (top dose mostly 115 µM), for inactives: at the top dose activity, negative = inhibition, usual class: inhibitors. actives 1% (n = 390,000). AID 588590; further: potency means the concentration at half of the fitted maximal effect
#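 Fluorescent replication assay read twice, at 0 min and 10 min after adding 50 nM (final) substrate. Enzyme (10 nM) and compounds were first incubated 15 min at room temperature; enzyme-free buffer wells were negative controls.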
# TRHR agonist: agonists of human TRH receptor; TRHR cells, calcium flux fluo-8, FDSS agonist mode; activation, % at 2 µM; actives 0.18% (n = 360,000); in the data active means activation above about 30%; further: 0% is about no effect
# Target sequence (P34981 whole entry, looked up): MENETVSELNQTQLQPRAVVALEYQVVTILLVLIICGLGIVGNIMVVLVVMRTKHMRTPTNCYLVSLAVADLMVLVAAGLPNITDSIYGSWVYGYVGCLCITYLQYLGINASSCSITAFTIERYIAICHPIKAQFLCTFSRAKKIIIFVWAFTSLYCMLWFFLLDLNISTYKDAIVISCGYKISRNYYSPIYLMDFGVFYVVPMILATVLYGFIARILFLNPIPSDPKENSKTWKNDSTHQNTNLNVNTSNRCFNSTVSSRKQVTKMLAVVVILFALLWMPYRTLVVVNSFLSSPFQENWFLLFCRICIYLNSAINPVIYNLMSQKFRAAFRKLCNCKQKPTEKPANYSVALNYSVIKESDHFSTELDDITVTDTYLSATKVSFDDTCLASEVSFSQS
#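 Fluo-8-loaded TRHR cells; 10 s baseline, compound added, kinetic Ca2+ fluorescence read 1/s, agonist mode.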
# ERG Ets-DNA blk: inhibitors of human ERG Ets domain-DNA interaction | P11308 | fluorescence polarization, His-ERG Ets domain / labelled DNA | Potency, µM (doses to about 76.9 µM), for inactives: at the highest dose FP activity, negative = inhibition, most hits filed as inhibitors | actives 0.028% (n = 370,000) | AID 624246; active means well fitted inhibition curve with a large enough effect in the polarisation, with a control signal flat; inconclusive means small, poorly fitted or top-dose-only effect, or effect the other way, or a change in a side signal; inactive means no such curve, though single readings can be large or run the other way; the % refers to the polarisation;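 further: polarization taken with two DNA probes labelled with fluorescein and Texas red; potency means the concentration at half of the fitted maximal effect; % of control where 0% means no effect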
#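 His-tagged ERG Ets domain (1 uM in the protein solution; 300mM KCl, 50mM Tris-HCl, 1mM EDTA, 1mM DTT, pH 7.5) received compound, then a probe mix of 5 nM fluorescein-DNA and 100nM Texas-615-DNA. Fluorescence polarization was read for both dyes.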
# BLM helicase inh: blocks DNA unwinding by human BLM helicase | recombinant BLM DNA unwinding, fluorescence dequenching | AID 2528 | actives 0.2% (n = 350,000) | Potency, µM (titrated, usually from 56.1 µM), inactives show at the highest dose activity change, negative = inhibition, most hits filed as inhibitors | P54132;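 further: potency means the concentration at half of the fitted maximal effect; plate controls were vehicle for no effect and no enzyme for full effect; nearly all actives have a fitted effect of over 35% in size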
# Active calls of the source: *; ? = inconclusive; / = not tested or not shown; & = joins results of further samples; [ ] = dose if it differs, or a comment. Unless noted, the call rests on the fitted dose curve; in most records, active means well fitted curve in the direction sought with a large enough effect; inconclusive means small, poorly fitted or top-dose-only effect, or another doubt; inactive means no such curve, though single readings can be large; an effect the other way counts as inactive or inconclusive. The list is partial. The share of hits here may be higher or lower than overall.
SMILES,APEX1 inh,ERG Ets-DNA blk,POLB inh,BLM helicase inh,12-LOX inh,Pol iota inh,Apoferritin bind,Pol kappa inh,TRHR agonist
Cc1cccc(C(=O)OCc2cnc(Cl)s2)c1,5.2%,-2.3%,1.3%,-2.6%,?,-1.9%,-7.1%,-5.2%,0.9
COc1ccc(C)cc1S(=O)(=O)Nc1ccncc1,24.0%,7.1%,21.2%,-6.0%,-3.3%,141.1%[activator],-2.5%,-11.5%,0.4
CCOC(=O)C1CCCN(c2nc3ccccc3nc2C(C#N)C(=O)OC(C)COC)C1 (stereo not given),22.8%,-5.1%,27.6%,5.5%,-7.0%,9.2%,-1.0%,-4.5%,2.3
CCOc1ccc(/C=C\C(C)=N\O)cc1,1.7%,/,23.6%,-8.0%,-16.8%,24.4%,-7.2%,-11.6%[60.1 µM],-1.7
CCCCCC1=C(C(=O)OC)C(C(=O)OCC)N(S(=O)(=O)C(F)(F)F)c2ccccc21 (stereo not given),-5.6%&-6.4%,11.5%,/,-12.0%[75.6 µM],-11.6%,21.0%,-20.6%,?,/
COc1ccccc1N1CCN(S(=O)(=O)c2ccc(F)c(C(=O)Nc3ccc(C)c(F)c3)c2)CC1,/,4.0%,0.2%,-10.0%,-22.3%,5.3%,-10.9%,-2.5%[60.1 µM],0.2
O=C(CSc1nc2ncc(Cl)cc2[nH]1)c1ccc2c(c1)OCO2,6.2%,4.2%,-1.4%,-6.2%,?,42.6%[activator],-9.7%,1.6%,0.2
CC(C)Nc1nc(NC(C)C)nc(Nn2cnnc2)n1,-9.4%,3.1%,-0.6%,0.6%,12.5%,-11.4%,-4.6%,-21.4%,0.6
CC(C)C(NC(=O)c1ccc(Cl)cc1Cl)C(=O)N1CCC1 (stereo not given),-2.7%,-2.1%,/,/,4.1%,9.0%,/,2.1%,/
Cc1[nH]n(-c2ccccc2)c(=O)c1CCO,13.1%,-7.4%,12.5%,0.1%,6.8%,1.3%,-4.1%,-13.7%,0.1

# (next part)
SMILES,APEX1 inh,ERG Ets-DNA blk,POLB inh,BLM helicase inh,12-LOX inh,Pol iota inh,Apoferritin bind,Pol kappa inh,TRHR agonist
Cc1ccccc1Cn1c2ccccc2c2cnn(CC(=O)NCc3cccc(Cl)c3)c(=O)c21,/,3.6%,-0.1%,0.6%,-22.9%,-20.9%,-1.8%,-10.2%,1.4
Cc1cc(NS(=O)(=O)c2ccc(NC(=O)COc3ccc(C#N)cc3)cc2)nc(C)n1,7.4%,-3.6%,/,/,166.4%,3.3%,/,-6.2%,/
Cc1cc(OC(F)F)ccc1NC(=S)NC1CCCC1,15.6%,6.5%,3.6%,-3.5%,?,-1.1%,-3.8%,-7.8%,-0.2
NS(=O)(=O)c1ccc(CCNC(=O)CN2C(=O)c3ccccc3S2(=O)=O)cc1,0.8%,2.0%,/,/,0.9%,23.4%,/,0.2%,0.4
CCOCCCNC(=O)c1c[nH]c2cc(OC)ccc2c1=O,2.3%,3.7%,24.0%,0.6%,-1.5%,127.2%[activator],-7.0%,0.8%,1.0
Cc1nnc(N(C)C(=O)c2cccnc2)s1,-0.3%,16.2%,1.6%,1.2%,0.0%[57.4 µM],6.3%,-6.5%,-3.0%,0.2
O=C(CCN1C(=O)/C(=C/c2ccc(F)cc2)SC1=S)NC1CCS(=O)(=O)C1 (stereo not given),33.6%,22.4%,?,-0.1%,-20.0%,-0.2%,2.2%,-18.6%,0.0
Cc1ccc(C)c(NC(=O)CN(C)C(=O)Cn2c(=O)oc3ccccc32)c1,-1.0%,12.1%,/,/,-18.1%,10.0%,/,-16.4%,-0.2
CCc1cccc(CC)c1N(COC)C(=O)Cn1ccccc1=N,-2.1%,-0.1%,11.9%,2.4%,0.2%,7.1%,-9.1%,-13.5%,0.1
COc1ccc(NC(=O)CN(C)S(=O)(=O)c2ccc3c(c2)n(C)c(=O)c(=O)n3C)cc1,34.7%,-3.7%,-2.1%,1.6%,-3.1%,10.3%,-4.3%,0.3%,0.5

# Just TRHR agonist (four entries from above):
smiles	TRHR agonist
Cc1cc(OC(F)F)ccc1NC(=S)NC1CCCC1	-0.2
NS(=O)(=O)c1ccc(CCNC(=O)CN2C(=O)c3ccccc3S2(=O)=O)cc1	0.4
CCOCCCNC(=O)c1c[nH]c2cc(OC)ccc2c1=O	1.0
Cc1nnc(N(C)C(=O)c2cccnc2)s1	0.2

# (listing goes on)
SMILES,APEX1 inh,ERG Ets-DNA blk,POLB inh,BLM helicase inh,12-LOX inh,Pol iota inh,Apoferritin bind,Pol kappa inh,TRHR agonist
COc1ccc(NC(=O)c2sc3nc(-c4cccnc4)ccc3c2N)cc1OC,-1.6%,-2.0%,-11.9%,2.3%,-2.2%,-11.7%,2.9%,6.6%,-0.1
Cn1c(=O)oc2cc(S(=O)(=O)N3CCCC(C(=O)Nc4ccccn4)C3)ccc21 (stereo not given),3.3%,-2.0%,0.9%,0.2%,40.5%[activator][57.4 µM],-9.5%,-2.1%,-8.5%,0.2
O=C(Nc1ccc2nc3n(c(=O)c2c1)CCCC3)c1cccc(F)c1,-15.3%,41.6%[activator],38.3%,0.6%,-49.9%,25.5%,-0.5%,4.0%,0.4
COc1ccc(-c2onc(C)c2-c2cnn(-c3ccccc3)c2)c(O)c1C,0.9%,-0.1%,1.0%,-8.8%,20.4%,8.4%,0.1%,-3.7%,-1.2
CNC(=O)CSc1cn(CC(=O)N2CCCCCC2)c2ccccc12,/,-0.5%,-1.4%,3.1%,-4.6%,20.9%,4.1%,?,0.1
O=C(CN(Cc1ccco1)C(=O)CNS(=O)(=O)c1ccc(F)cc1)NCc1ccc(F)cc1,13.5%,2.2%,-2.6%,-0.1%,2.9%,7.2%,30.2%[activator],-17.8%,-0.5
N#Cc1ccc(-c2cccs2)nc1SCc1ccc(Cl)cc1Cl,/,4.8%,-0.6%,-8.5%,5.3%,9.5%,-7.5%,5.4%,0.6
CCCCCCCCCCCCS(=O)(=O)CCC(=O)O,-1.7%,-5.1%,3.2%,-2.3%,0.6%,53.2%[activator],-0.1%,-5.5%,0.6
Cc1ccnc(SCC(=O)N2CCCc3ccccc32)n1,4.6%,-4.4%,-13.7%,-4.5%,-17.3%,12.5%,?,4.2%,0.7
CCCCOc1ccc(C(=O)NCC(=O)NCC(c2cccs2)N2CCOCC2)cc1 (stereo not given),-4.2%,5.2%,/,/,33.8%[activator],9.0%,/,-0.9%,-0.7

# Full records, quoted from the list. Screens in order: APEX1 inh | ERG Ets-DNA blk | POLB inh | BLM helicase inh | 12-LOX inh | Pol iota inh | Apoferritin bind | Pol kappa inh | TRHR agonist
# `CCCCCCCCCCCCS(=O)(=O)CCC(=O)O` in the list: -1.7% | -5.1% | 3.2% | -2.3% | 0.6% | 53.2%[activator] | -0.1% | -5.5% | 0.6
# `N#Cc1ccc(-c2cccs2)nc1SCc1ccc(Cl)cc1Cl` in the list: / | 4.8% | -0.6% | -8.5% | 5.3% | 9.5% | -7.5% | 5.4% | 0.6
# `COc1ccc(-c2onc(C)c2-c2cnn(-c3ccccc3)c2)c(O)c1C` in the list: 0.9% | -0.1% | 1.0% | -8.8% | 20.4% | 8.4% | 0.1% | -3.7% | -1.2
# `Cn1c(=O)oc2cc(S(=O)(=O)N3CCCC(C(=O)Nc4ccccn4)C3)ccc21` (stereo not given) in the list: 3.3% | -2.0% | 0.9% | 0.2% | 40.5%[activator][57.4 µM] | -9.5% | -2.1% | -8.5% | 0.2

# Further compounds:
SMILES,APEX1 inh,ERG Ets-DNA blk,POLB inh,BLM helicase inh,12-LOX inh,Pol iota inh,Apoferritin bind,Pol kappa inh,TRHR agonist
CCOC(=O)Cn1c(=O)n(CC2CCCO2)c2nc(-c3c(F)cccc3Cl)nc(C(N)=O)c21 (stereo not given),/,-2.4%,3.7%,0.4%,?,-9.2%,-0.4%,-10.5%[60.1 µM],-0.2
CCCOc1ccc(/C=N/Nc2ccccc2[N+](=O)[O-])c(OCCC)c1,4.5%,-1.2%,7.1%,-8.4%,-27.2%,8.4%,-4.6%,-4.4%,0.7
O=C(c1ccc2ccccc2c1)N1CCN(c2ccc([N+](=O)[O-])c(N3CCOCC3)c2)CC1,-5.9%,2.7%,-0.8%,-12.0%,-2.0%,-10.5%,?,-13.5%,-1.0
CCOc1ccc(CC(=O)Nc2c(C(=O)c3ccc(F)cc3)oc3ccc(Cl)cc23)cc1OCC,/,1.5%,0.4%,-2.4%,-22.3%,25.0%,7.0%,-3.6%,-0.8
O=C(O)CCc1nc2ccccc2c(=O)[nH]1,3.1%,-3.9%,-21.6%,0.0%,6.9%,31.3%[activator],2.9%,-8.6%,0.6
Cc1[nH]n(C(N)=S)c(=O)c1N=Nc1cccc(Cl)c1,31.6%,0.1%,0.5%,-1.5%,0.0%,-13.5%,-7.7%,-4.5%,-0.5
